# Siah-1 displacement: Siah-1 peptide-binding antagonists, primary screen, biochemical, fluorescence polarization, rhodamine-plectin, uHTS (AID 1817); Siah-1 / rhodamine-plectin peptide fluorescence polarization; higher % means a stronger effect; displacement, % at 20 µM, or IC50 in µM where a hit was titrated; actives 0.02% (n = 290,000);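 active means displacement of at least 50% at 20 µM, with a fluorescence ratio check between 0.3 and a set limit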;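 further: plate controls were Siah plus tracer with DMSO for no effect and tracer alone without Siah for full effect; strong numbers were not always called active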
# M1AAP inhibition: P. falciparum M1AAP inhibitors, biochemical, fluorogenic H-Leu-NHMec substrate, 1536-well (AID 1445); inhibition, % at 30 µM, or IC50 in µM where a hit was titrated; actives 0.42% (n = 220,000); Aminopeptidase N (Plasmodium falciparum (isolate 3D7)); recombinant M1AAP, H-Leu-NHMec fluorogenic kinetic assay; higher % means a stronger effect;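 active means primary inhibition above the hit cutoff, then over 50% inhibition at one or more dose response concentrations, cut at about 23% in these data, passing the limit was not always enough; inconclusive means conflicting primary data, or primary hits not chosen for dose response; inactive means low primary inhibition, or under 50% at every dose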;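 further: plate controls were DMSO full reaction for no effect and no enzyme background for full effect; strong numbers were not always called active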
# XIAP antagonists: XIAP antagonists, biochemical, IAP family, fluorescence polarization (AID 1018); actives 0.007% (n = 200,000); XIAP BIR domain, fluorescence polarization peptide displacement; higher % means a stronger effect; displacement, % at 20 µM; hits with a dose series show IC50 in µM; E3 ubiquitin-protein ligase XIAP (Homo sapiens); in the data active means displacement above about 50%; further: a part of the inactive calls stands beside numbers as strong as those of hits
# Lipid droplet: inhibitors of hepatocyte lipid droplet formation, primary screen, imaging, high-throughput imaging, BODIPY stain. AML12 mouse hepatocytes, oleate lipid droplets. actives 0.4% (n = 240,000). inhibition, % at 6.5 µM;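 active means lipid droplet intensity inhibited by at least 50%, with more than 500 cells counted; inconclusive means wells with under 300 cells, treated as cytotoxic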
#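 Assay system: AML12 mouse liver cells | Compound dosing: One dose, 6.5 µM compound | Read-out basis: Droplet intensity reduction, % inhibition | Measured by: Fluorescence imaging, 20x objective, two fields per well | Schedule: Overnight treatment with compound plus oleate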
# LYP phosphatase: inhibitors of LYP phosphatase, biochemical, fluorescence intensity, uHTS (AID 1779); Tyrosine-protein phosphatase non-receptor type 22 (Homo sapiens); one-dose inhibition, % at 11.5 µM; IC50 in µM for titrated hits; recombinant LYP phosphatase, fluorescence intensity; higher % means a stronger effect; actives 0.054% (n = 290,000);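 further: plate controls were vehicle with enzyme for no effect and no enzyme for full effect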
# M17LAP inhibition: P. falciparum M17LAP inhibitors, primary screen, biochemical, fluorogenic H-Leu-NHMec substrate, 1536-well (AID 1619). inhibition, % at 30 µM; hits with a dose series show IC50 in µM. recombinant M17LAP, H-Leu-NHMec fluorogenic kinetic assay; higher % means a stronger effect. Leucine aminopeptidase (Plasmodium falciparum (isolate 3D7)). actives 0.38% (n = 220,000);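 active means compound inhibiting the enzyme by more than half at any dose during confirmatory dose-response retesting; inconclusive means strong single-dose inhibitors picked by rank but not retested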;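 further: plate controls were full reaction with DMSO carrier for no effect and no enzyme background for full effect; strong numbers were not always called active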
# HEK293 NOD2/NF-kB: NOD2 signaling inhibitors, cell-based, luminescence, uHTS, HEK293 (AID 1566) | HEK293 NOD2/NF-kB luciferase reporter, luminescence; higher % means a stronger effect | actives 0.63% (n = 290,000) | inhibition, % at 4 µM; hits with a dose series show EC50 in µM; further: many of its hits are not listed in these tables
# CSM14.1 death rescue: rescue of cells from ER stress-induced death, primary screen, 384-well, CSM14.1, thapsigargin, ATP luminescence (AID 1222); CSM14.1 thapsigargin-induced death rescue, ATP luminescence; higher % means a stronger effect; 190,000 tested, under 10 active; cellular ATP content (survival), % at 20 µM, or EC50 in µM where a hit was titrated;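 active means EC50 below 50 µM in the dose-response confirmation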;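 further: death triggered by thapsigargin at about 15 µM added after 2 h compound pretreatment; cell ATP read after overnight thapsigargin exposure of roughly 18 to 22 hours; normalized against plate controls of thapsigargin alone and 5% DMSO vehicle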
# AID2073: inhibitors of Mint1-CaV2.2 protein interaction, biochemical, HTRF (AID 2073) | Voltage-dependent N-type calcium channel subunit alpha-1B (Homo sapiens) | HTRF protein-protein interaction, Mint1-CaV2.2; higher % means a stronger effect | inhibition, % at 20 µM; hits with a dose series show IC50 in µM | actives 0.19% (n = 290,000); in the data active means inhibition mostly above about 51%, no sharp cut-off; inconclusive means no clear call, values can overlap the other calls; inactive means mostly below about 53%; further: some results filed as inactive read as strong as hits
# Lipid droplet cells 6.5 µM: recorded beside Lipid droplet, whose call it bears; cell count; measured here: cell count, cytotoxicity flag;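 cells counted across two imaged fields per well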
# Active calls of the source: *; ? = inconclusive; . = not tested or not shown. Unless noted, no stated cut-off is given here; in the data, active means inhibition above about 50%; inactive means the rest. An excerpt. The share of hits here may be higher or lower than overall.
nr	smiles	Siah-1 displacement	M1AAP inhibition	XIAP antagonists	Lipid droplet	Lipid droplet cells 6.5 µM	LYP phosphatase	M17LAP inhibition	HEK293 NOD2/NF-kB	CSM14.1 death rescue	AID2073
1	CCOC(=O)N1CCC(N2CCN(S(=O)(=O)c3ccc([N+](=O)[O-])cc3)CC2)CC1	7%	8%	.	22	619	2%	-8%	-49%	.	-2%
2	C/C(=N/NC(=O)CN1CCN(Cc2ccccc2)CC1)c1ccc([N+](=O)[O-])cc1	-4%	-7%	.	-2	673	-2%	5%	-14%	.	0%
3	CCC(C)[C@H](NC(=O)OC(C)(C)C)c1nnc(SCc2c(C)[nH]c(=O)[nH]c2=O)o1 (stereo partly specified)	-5%	0%	-3.0%	.	.	-7%	-15%	12%	-2.3%	-14%
4	Cc1c(C#N)c2ccccc2n1CC(=O)NCC1CCCO1 (stereo unspecified)	0%	2%	-7.9%	.	.	-7%	3%	5%	0.8%	-3%
5	Cc1ccnc(NC(=O)c2cccc3ccccc23)c1	-3%	.	.	-40	785	-7%	.	-15%	.	2%
6	CC(C)CC(C(=O)Nn1cnnc1)N1C(=O)c2ccccc2C1=O (stereo unspecified)	3%	25%*	-2.1%	.	.	-5%	0%	-1%	0.1%	-9%
7	CCCOc1ccc(C(=O)N2CCCc3ccccc32)cc1	0%	-2%	-1.7%	-12	709	-2%	-6%	-6%	0.2%	4%
8	C[C@@H](NC(=O)[C@@H]1Cc2ccccc2CN1C(=O)OC(C)(C)C)C(=O)NCC1CCCO1 (stereo partly specified)	6%	.	.	-18	648	-9%	.	0%	.	11%
9	Cc1cccc(N2CCN(C(=S)c3ccc(-c4ccccc4[N+](=O)[O-])o3)CC2)c1	0%	8%	-1.7%	10	634	-4%	8%	-18%	-0.9%	24%
10	Fc1ccc(NC(=S)N2CCCC(c3ccccc3)=N2)cc1	-2%	5%	.	-6	702	-2%	4%	-3%	.	-19%

# Overlap with the part before: two entries, followed by the next part.
nr	smiles	Siah-1 displacement	M1AAP inhibition	XIAP antagonists	Lipid droplet	Lipid droplet cells 6.5 µM	LYP phosphatase	M17LAP inhibition	HEK293 NOD2/NF-kB	CSM14.1 death rescue	AID2073
9	Cc1cccc(N2CCN(C(=S)c3ccc(-c4ccccc4[N+](=O)[O-])o3)CC2)c1	0%	8%	-1.7%	10	634	-4%	8%	-18%	-0.9%	24%
10	Fc1ccc(NC(=S)N2CCCC(c3ccccc3)=N2)cc1	-2%	5%	.	-6	702	-2%	4%	-3%	.	-19%
11	O=c1ccc(/C=C/c2ccccc2)nn1Cc1ccc(F)cc1	4%	3%	-2.8%	-3	687	3%	9%	25%	0.0%	1%
12	COc1cccc(C2NC(=O)c3ccccc3O2)c1OCc1ccccc1F (stereo unspecified)	23%	5%	1.6%	-8	682	0%	-12%	12%	-1.9%	-6%
13	Cc1cccc(NC(=O)c2cccnc2)c1	-2%	6%	-5.3%	.	.	-6%	4%	9%	0.1%	7%
14	CCOC(=O)CSc1nc(=O)n2ccc(C)cc2n1	11%	9%	-6.5%	2	701	-4%	13%	5%	-1.3%	11%
15	O=C(c1ccc2c(c1)CCN2S(=O)(=O)c1ccccc1)N1CCN(c2ccccc2)CC1	-3%	.	.	-4	806	-1%	.	47%	.	-6%
16	Cc1ccc(NS(=O)(=O)c2c(C)noc2C)cc1	1%	.	.	0	801	26%	.	-2%	.	6%
17	Cc1ccc(OCC(=O)Nn2cnnc2)c(Br)c1	-2%	-2%	-4.9%	9	740	-2%	5%	5%	1.9%	-6%
18	CC(C)OC(=O)CSc1nnc2n1C(C)(C)Cc1ccccc1-2	-2%	3%	-12%	.	.	-2%	2%	0%	0.2%	-9%
19	O=C(CSCC(=O)N1CCN(c2ccccc2)CC1)Nc1nc(-c2ccc(Cl)s2)cs1	-3%	4%	-6.4%	-4	624	9%	11%	10%	.	8%
20	Cc1cccc2cc(C(c3nnnn3C3CCCC3)N3CCOCC3)c(=O)[nH]c12 (stereo unspecified)	2%	3%	-0.3%	.	.	-1%	6%	4%	-2.0%	2%

# Next part.
# Sequence of screens: Siah-1 displacement, M1AAP inhibition, XIAP antagonists, Lipid droplet, Lipid droplet cells 6.5 µM, LYP phosphatase, M17LAP inhibition, HEK293 NOD2/NF-kB, CSM14.1 death rescue, AID2073
(21) Cc1ccc2c(CC(=O)NC3CCCc4ccccc43)coc2c1 (stereo unspecified)
 : 3%, 2%, -1.7%, -8, 593, -1%, 13%, 11%, 4.0%, -6%
(22) COc1cccc(NC(=O)CSc2nnc(NC(=O)c3ccco3)s2)c1
 : 5%, ., ., -9, 777, 5%, ., -50%, ., 12%
(23) Cc1ncc(CO)c2cc(C(=O)Nc3cccc(F)c3)c(=Nc3cccc(C(N)=O)c3)oc12
 : -2%, ., ., 1, 769, -6%, ., 33%, ., 12%
(24) O=C1CCC(=O)N1c1nc2nc(-c3ccccc3)cc(=O)n2[nH]1
 : -2%, 2%, -3.8%, 1, 751, -8%, 0%, 15%, -0.4%, 2%
(25) COCCCNc1nc(SCc2ccccc2)nc2sc3c(c12)CCC3
 : 2%, 13%, -16%, ., ., 4%, -6%, 2%, -1.7%, -19%
(26) COc1ccc(CNS(=O)(=O)c2ccc3oc(C(=O)O)c(C)c3c2)cc1
 : 1%, -3%, 7.4%, -23, 577, -1%, 12%, 6%, 11%, ?
(27) CSc1ccc(CNCc2ccc3c(c2)OCO3)cc1
 : 5%, ., ., -5, 808, -7%, ., -11%, ., 10%
(28) CCN(CC(=O)NCc1cccs1)C(=O)CCc1c[nH]c2ccccc12
 : -1%, 3%, -6.0%, -5, 695, 0%, 3%, -4%, -1.4%, -3%
(29) O=C(O)c1ccccc1SCc1csc(-c2ccccc2)n1
 : 1%, ., ., 0, 858, -4%, ., -17%, ., 23%
(30) CCOC(=O)CSc1ccc(C(=O)N2CCN(C)CC2)cc1[N+](=O)[O-]
 : 4%, 4%, -1.0%, -8, 693, -3%, 0%, 25%, -6.2%, -24%
(31) N/C(=N\NS(=O)(=O)c1cc(C(F)(F)F)cc(C(F)(F)F)c1)c1ccccn1
 : 3%, -10%, ., 5, 708, -4%, -2%, -6%, ., 14%
(32) COc1ccc(Br)cc1C(=O)Nc1ccc(C(=O)O)cc1
 : -5%, 0%, -4.2%, 9, 682, -4%, 2%, 4%, 0.1%, -6%
(33) Cc1ccc(C)c2c1cc(C)c1nnc(SCC(=O)NCc3ccc4c(c3)OCO4)n12
 : 3%, 9%, -4.0%, -6, 649, -2%, 18%, 8%, 4.0%, 0%
(34) COc1ccc(/C=N/NC(=O)CCOc2ccccc2C)cc1OC
 : 2%, 2%, -14%, -33, 703, -8%, 14%, 14%, -6.3%, 8%
(35) O=C(CCCN1C(=O)c2ccccc2C1=O)Oc1ccc(F)cc1
 : -1%, 9%, -6.2%, 15, 664, 3%, 5%, 7%, 0.8%, 7%
(36) COc1ccc(-n2c3c(cc(C(=O)N4CCC(C)CC4)c2=O)C(=O)CC(C)(C)C3)cc1
 : -2%, 7%, 0.4%, ., ., -6%, 6%, -21%, -1.0%, -2%
(37) CCCCCCCC(=O)N/N=C(\C)c1ccc(O)cc1O
 : 2%, -2%, 2.0%, 15, 750, -3%, -19%, 6%, -2.9%, -17%
(38) COC(=O)C1(CCSC)NC(c2ccccc2OC)C2C(=O)N(C)C(=O)C21 (stereo unspecified)
 : 5%, 1%, -2.3%, ., ., -8%, 0%, 2%, 0.4%, 0%
(39) C[C@@H](CC#N)CN1CC[C@H](C(C)(C)C)CCC1=O
 : 0%, ., ., 29, 804, 2%, ., 4%, ., 9%
(40) O=C(CNc1ccc2c(c1)OCO2)N/N=C\c1cn(Cc2ccc(F)cc2)c2ccccc12
 : 10%, 10%, -6.5%, 8, 671, 4%, 23%, -49%, -1.4%, 32%
(41) COc1ccc(CC2SC(=Nc3ccc(F)cc3)NC2=O)cc1 (stereo unspecified)
 : -6%, 7%, -6.8%, -8, 743, -2%, 17%, 14%, -2.6%, -10%
(42) O=C(Nc1ccc(O)cc1)/C(=C\C=C\c1ccccc1)NC(=O)c1ccccc1
 : -3%, 7%, ., 9, 754, 2%, -4%, -7%, ., -10%
(43) CC(C)NC(=O)c1cnc(N2CCN(c3ccccn3)CC2)c2ccccc12
 : -3%, 2%, -3.3%, ., ., 0%, 17%, -2%, -0.5%, 30%
(44) CSC1=NC2(CC(c3ccccc3)Oc3cc(O)ccc32)CC(C)(C)N1 (stereo unspecified)
 : 2%, -2%, -1.6%, -60, 666, -8%, 12%, 8%, 15%, -4%

# Some of these compounds in order of the HEK293 NOD2/NF-kB value, highest first:
nr | SMILES | Siah-1 displacement | M1AAP inhibition | XIAP antagonists | LYP phosphatase | M17LAP inhibition | HEK293 NOD2/NF-kB | AID2073
41 | COc1ccc(CC2SC(=Nc3ccc(F)cc3)NC2=O)cc1 (stereo unspecified) | -6% | 7% | -6.8% | -2% | 17% | 14% | -10%
43 | CC(C)NC(=O)c1cnc(N2CCN(c3ccccn3)CC2)c2ccccc12 | -3% | 2% | -3.3% | 0% | 17% | -2% | 30%
42 | O=C(Nc1ccc(O)cc1)/C(=C\C=C\c1ccccc1)NC(=O)c1ccccc1 | -3% | 7% | . | 2% | -4% | -7% | -10%

# Source: PubChem (several laboratories)
